# Fluorescein autfl: qHTS Assay for Spectroscopic Profiling in Fluorescein Spectral Region | Compound autofluorescence, 480/540 nm, fluorescein-equivalent; stronger effect = higher value | max fluorescein-equivalent concentration, M | actives 0.91% (n = 59,000) | AID 593, 2007; in the data active means max fluorescein-equivalent concentration above about 10 nM; inconclusive means between about 1.1 nM and that limit
#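 Fluorescein stocks ranging 3 mM down to 300 nM, plus DMSO blanks, were pinned alongside compounds to build a per-plate standard curve. Buffer: 100 mM Tris, pH 8.0. Incubation 15 min, room temperature; filters 480/540 nm.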
# HADH2 inh: qHTS Assay for Inhibitors of HADH2 (Hydroxyacyl-Coenzyme A Dehydrogenase, Type II); 3-hydroxyacyl-CoA dehydrogenase type-2 (Homo sapiens), Q99714; recombinant HADH2, NADH fluorescence, beta-hydroxybutyryl-CoA; Potency, µM (series often up to 57.1 µM), for inactives: top-dose activity change, negative = inhibition, most hits filed as inhibitors; actives 3.4% (n = 73,000); AID 886, 2007; further: potency means the concentration at half of the fitted maximal effect; on the % scale 0 is the no-effect control and ±100 the full control effect; nearly all actives have a fitted effect of over 60% in size; many of its hits are not listed in these tables
# Target sequence (Q99714 whole entry, looked up, one chain of several): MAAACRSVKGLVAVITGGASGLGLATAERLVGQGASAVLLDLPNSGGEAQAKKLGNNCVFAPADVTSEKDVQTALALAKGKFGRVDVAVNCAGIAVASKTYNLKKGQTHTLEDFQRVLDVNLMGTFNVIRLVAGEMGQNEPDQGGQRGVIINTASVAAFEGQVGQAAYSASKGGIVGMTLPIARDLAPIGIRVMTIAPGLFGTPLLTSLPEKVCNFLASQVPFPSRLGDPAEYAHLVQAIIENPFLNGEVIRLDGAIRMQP
#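 His-tagged recombinant enzyme from E. coli, 20 nM, preincubated 15 min RT with compound; reaction started with 1 mM NAD+ and 90 uM beta-hydroxybutyryl-CoA in 100 mM Tris-HCl pH 9.0. NADH fluorescence (ex 360/em 450) read over 4 min; last-minus-first difference.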
# Pol III holo inh: qHTS Assay for Inhibitors of DNA Polymerase III Holoenzyme System; Potency, µM (series often up to 57.1 µM), without a hit: at the highest dose activity change, negative = inhibition; AID 603, 2007; actives 0.25% (n = 71,000); reconstituted DNA polymerase III holoenzyme replication, biochemical; further: potency means the concentration at half of the fitted maximal effect; on the % scale 0 is the no-effect control and ±100 the full control effect
#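 Reconstituted *E. coli* holoenzyme (0.35 nM Pol III, 1 nM beta, 154 nM SSB, 2 nM primase) was preincubated with compound for 15 min at RT. Synthesis on 1.4 nM ssM13Gori ran 35 min, then was stopped with PicoGreen/EDTA and read as dsDNA fluorescence.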
# Ub-GFP proteasome: Ubiquitin-GFP Assay. Ubiquitin-GFP reporter cells, proteasome inhibition, GFP fluorescence; response scale: untreated = 0%, 10 µM MG-132 = 100%. Potency, µM (top dose mostly 45.9 µM), without a hit: at the highest dose activation (GFP accumulation), usual class: activators. 67,000 tested, under 10 active; active means well fitted activation curve with a large enough effect, not every such curve was filed as active; inconclusive means small, poorly fitted or top-dose-only effect, or another doubt; inactive means no such curve, though single readings can be large or run the other way; further: potency means the concentration at half of the fitted maximal effect
#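 U2OS cells expressing ubiquitin(G76V)-GFP, seeded overnight in 0.5% FBS medium, then treated 4 hr at 37 C across 46 uM to 2.9 nM. GFP-positive cells counted by laser cytometry (488 ex/515 em); %activity scaled between basal and 10 uM MG-132.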
# TexasRed autofl: qHTS Assay for Spectroscopic Profiling in Texas Red Spectral Region | Compound fluorescence, Texas Red channel, 547/618 nm; stronger effect = higher value | max dye-equivalent concentration, M | actives 0.06% (n = 59,000) | AID 587, 2007; in the data active means max dye-equivalent concentration above about 10 nM; inconclusive means between about 1.1 nM and that limit
#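 Compound fluorescence was read after 15 min at room temperature in 100 mM Tris, pH 8.0, using 547 nm excitation and 618 nm emission across a concentration series. It was expressed as Texas Red dye-equivalent concentration from an on-plate standard curve.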
# 4-MU autofl: qHTS Assay for Spectroscopic Profiling in 4-MU Spectral Region | AID 589, 2007 | compound autofluorescence, 340/450 nm, 4-MU equivalents; stronger effect = higher value | max dye-equivalent concentration, M | actives 11% (n = 59,000); in the data active means max dye-equivalent concentration above about 10 nM; inconclusive means mostly about 1.1 nM to 9.6 nM
#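 Intrinsic fluorescence at 340/450 nm (ex/em) was read after 15 min at room temperature in pH 8.0, 100 mM Tris. Each compound concentration expressed as 4-MU-equivalent concentration from a six-point 4-MU standard series on each plate.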
# Hsp90 Hop PPI: qHTS Assay for Disrupters of an Hsp90 Co-Chaperone Interaction; Hsp90 C-terminal peptide / TPR2A (Hop) interaction, human; AlphaScreen TPR2A-His6 binding biotin-Hsp90 C-terminal peptide; Potency, µM (doses to about 57 µM), without a hit: at the highest dose activity change, negative = inhibition; actives 0.44% (n = 71,000); AID 595, 2007; active means well fitted curve in either direction with a large enough effect; inconclusive means small, poorly fitted or top-dose-only effect, or another doubt; further: potency means the concentration at half of the fitted maximal effect; on the % scale 0 is the no-effect control and ±100 the full control effect; many of its hits are not listed in these tables
# ALOX15 inhib: qHTS Assay for Inhibitors of 15-hLO (15-human lipoxygenase); Polyunsaturated fatty acid lipoxygenase ALOX15 (Homo sapiens), P16050; purified 15hLO-1, xylenol orange hydroperoxide absorbance; Potency, µM (top dose mostly 57.1 µM), for inactives: top-dose activity change, negative = inhibition, actives largely listed as inhibitors; actives 1.4% (n = 74,000); further: potency means the concentration at half of the fitted maximal effect; on the % scale 0 is the no-effect control and ±100 the full control effect; nearly all actives have a fitted effect of over 55% in size
# Target sequence (P16050 whole entry, looked up): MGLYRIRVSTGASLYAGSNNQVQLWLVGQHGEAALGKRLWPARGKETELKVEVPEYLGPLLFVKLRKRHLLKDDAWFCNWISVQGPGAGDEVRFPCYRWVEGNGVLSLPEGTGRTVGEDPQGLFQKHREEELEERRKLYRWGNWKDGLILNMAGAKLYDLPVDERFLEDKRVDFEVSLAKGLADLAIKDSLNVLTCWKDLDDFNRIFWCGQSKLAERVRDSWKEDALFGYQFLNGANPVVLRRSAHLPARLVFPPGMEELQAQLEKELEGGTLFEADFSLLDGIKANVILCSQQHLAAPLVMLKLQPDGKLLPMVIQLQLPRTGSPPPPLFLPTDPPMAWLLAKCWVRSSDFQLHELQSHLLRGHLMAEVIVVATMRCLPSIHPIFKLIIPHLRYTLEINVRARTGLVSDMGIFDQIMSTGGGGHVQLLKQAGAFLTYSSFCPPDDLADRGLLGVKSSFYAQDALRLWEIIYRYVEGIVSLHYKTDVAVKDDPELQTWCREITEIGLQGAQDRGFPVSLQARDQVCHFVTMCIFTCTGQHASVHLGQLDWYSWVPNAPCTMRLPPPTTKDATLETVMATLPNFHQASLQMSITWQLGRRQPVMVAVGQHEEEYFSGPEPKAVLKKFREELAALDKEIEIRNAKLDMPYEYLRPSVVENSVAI
#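 Hydroperoxide formed from arachidonic acid (50 uM) by purified human 15hLO-1 (40 nM) oxidizes ferrous iron, and the ferric-xylenol orange complex is read at 573 versus 405 nm. Compounds were preincubated 15 min; reaction ran 6 min at room temperature.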
# Rhodamine autofl: qHTS Assay for Spectroscopic Profiling in Rhodamine Spectral Region; max dye-equivalent concentration, M; actives 0.05% (n = 59,000); Rhodamine-region fluorescence, 547/598 nm, Tris buffer; stronger effect = higher value; in the data active means max dye-equivalent concentration above about 11 nM; inconclusive means between about 1.1 nM and that limit
#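 Steps: pin-transfer compounds into pH 8.0 Tris (100 mM), hold 15 min at room temperature, image with a 547/598 nm filter pair, and convert intensities to rhodamine-equivalent concentration using a six-point on-plate rhodamine series.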
# Epigenetic mod: qHTS Assay for Epigenetic Modulators; AID 597, 2007; Potency, µM (highest dose often 46.1 µM), for inactives: at the top dose GFP derepression (activation); actives 0.09% (n = 68,000); mouse C127i GFP locus derepression, cytometry, 30 h; further: % of control where 0% means no effect
#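 Murine C127i mammary cells carrying a silenced, stably integrated CMV-driven GFP reporter were treated with compound for 30 hours at 37 C. After PBS washes, GFP-positive cells were counted by laser-scanning microplate cytometry.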
# HBB splicing: qHTS Assay for Modulators of Hemoglobin Beta Chain Splicing | HBB splicing reporter cell assay, activation; EGFP reporter with mutant IVS2-654 intron; response scale: normalised to 500 nM splice-correcting PNA | Potency, µM (doses to about 46.1 µM), for the others: at the top dose activation, hits mostly activators | actives 0.06% (n = 65,000) | AID 925, 2007; further: potency means the concentration at half of the fitted maximal effect; 0% is about no effect
#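 Compounds were applied for 2 days to HeLa EGFP-654 cells, 500/well in Optimem with 2% FCS. The reporter's EGFP is disrupted by mis-splicing of beta-globin intron IVS2-654. Readout: summed well GFP fluorescence from 488 nm laser scanning; reference was 500 nM antisense […] 654 PNA.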
# * hit, by the source's call; i = inactive; ? = inconclusive; nt = no result given; & = joins results of further samples; [ ] = dose if it differs, or a comment. Unless noted, the call rests on the fitted dose curve; in most records, active means well fitted curve in the direction sought with a large enough effect; inconclusive means small, poorly fitted or top-dose-only effect, or another doubt; inactive means no such curve, though single readings can be large; an effect the other way counts as inactive or inconclusive. Only part of the results is shown; rates above refer to the full screens.
SMILES,Fluorescein autfl,HADH2 inh,Pol III holo inh,Ub-GFP proteasome,TexasRed autofl,4-MU autofl,Hsp90 Hop PPI,ALOX15 inhib,Rhodamine autofl,Epigenetic mod,HBB splicing
CCOc1ccc2[nH]c(O)c(NC(C)=O)c2c1,i,0%,2%,-5%,i,i,5%,1%,i,1%,-3.1%
O=C(O)CSCC(=O)c1ccccc1,i,-23%&-14%[11.4 µM],3%&2%[11.4 µM],-12%&0%[9.17 µM],i,i,-4%&-1%[11 µM],-14%[11.4 µM],i,-3%,0.8%[0.0738 µM]
Cn1c2ccccc2c2c(C(=O)NCC3CCCO3)cn(C3CCCC3)c(=O)c21 (stereo unspecified),i,25µM*,-8%,-2%,i,3e-07M*,-3%,-8%,i,1%,1.9%
Cc1ccc(-c2csc(=S)n2CC(=O)OCC(=O)NCc2ccco2)cc1,?,-1%,-4%,3%,i,i,?,-27%,i,4%,0.3%
CCOC(=O)C1=C(CNCc2ccc(C)cc2)NC(=O)NC1c1ccc(OC)cc1 (stereo unspecified),i,15%,-6%,15%,i,i,-9%,-8%,i,-3%,-1.0%
COCC(=O)N1CCC2(CC1)CN(Cc1ccc(C#N)cc1)C2,i,-3%,-9%,-8%,i,?,-7%,6%,i,-2%[9.22 µM],3.2%
CC1(C)CC(=O)C([C@H]2C3=C(CC(C)(C)CC3=O)Oc3ccccc32)C(=O)C1,nt,0%,-5%,-1%,nt,nt,3%,-8%[25.6 µM],nt,-1%,nt
O=C1CCC(C(=O)OCC(=O)C23CC4CC(CC(C4)C2)C3)N1 (stereo unspecified),?,?,-6%,-3%,i,i,1%,0%,i,-1%,0.6%
CCN(CC)C(=O)CSc1nc(O)cc(=O)n1CC,nt,14%[11.4 µM],3%[11.4 µM],23%[9.17 µM],nt,nt,-7%[11 µM],17%[11.4 µM],nt,0%,-4.4%[0.0738 µM]
CC(C)OC(=O)CSc1ncnc2c1cnn2Cc1ccccc1,?,-8%,1%,-3%,i,i,12%,-14%,i,2%,5.0%[0.369 µM]
CCOC(=O)/C(C#N)=C1/C=CN(Cc2ccccc2)C=N1,nt,-19%,0%,10%,nt,nt,1%,1%,nt,-2%,-2.4%
CCS(=O)(=O)N1CCCC(C(=O)NCc2cccc(OC)c2)C1 (stereo unspecified),i,-1%,-2%,8%,i,i,4%,1%,i,-1%,-0.9%
COc1ccc(/C(O)=C2/C(=O)C(=O)N(c3nc(C)c(C)s3)C2c2ccco2)cc1 (stereo unspecified),i,nt,nt,nt,i,?,nt,nt,i,6%[20.6 µM],nt
Clc1ccc(Nc2nc(-c3cccs3)cs2)nc1,?,8%,-3%,2%,i,i,-2%,-5%,i,3%,0.1%
CCn1c(NC(=O)c2cccs2)c(-c2cccs2)c(=O)c2ccccc21,i,-20%,-8%,35%,i,i,1%,-6%,i,0%,1.9%
CN(C)c1ccc(CNn2cnnc2)cc1,i,7%,5%,-5%,i,i,-4%,5%,i,0%,1.7%
O=C(CSc1ccccc1C(=O)O)NCc1ccco1,i,7%,-3%,3%,?,i,-4%,4%,i,-1%,-5.3%
CSC1=N/C(=C\c2ccccc2F)C(=O)S1,nt,-14%,-7%,9%,nt,nt,-7%,-3%,nt,2%,-1.1%
Cc1nc(C)n(CC(O)COc2ccc3cc(Br)ccc3c2)n1 (stereo unspecified),i,12%,-8%,1%,i,i,?,-8%,i,3%,0.4%
COc1ccccc1OCCCn1c(C)c(C#N)c2ccccc21,i,-6%,2%,3%,i,i,?,-10%,i,-1%,0.5%
COCCN(CCOC)c1nc(C)nc2c1nc(-c1ccccc1)n2CC1CCN(C)CC1,nt,?,2%,-3%,nt,nt,-1%,3%,nt,nt,-0.7%
COc1cc(O)c2c(=O)cc(-c3ccccc3)oc2c1,i,-3%,-3%,0%,i,i,-2%,-3%[25.6 µM],i,-2%[9.22 µM],nt
CCCn1c(-c2ccc(F)cc2)nc2c(NC3CC4CCC(C3)N4C)nc(C)nc21 (stereo unspecified),nt,-5%,5%,-2%,nt,nt,-1%,9%,nt,nt,0.0%
CCN(CC)C(=O)c1csc(Nc2ccc(C)cc2)n1,?,-11%,-2%,-1%,i,i,-5%,-16%,i,-1%,-0.9%
c1cncc(CNc2ccnc(-c3ccc4c(c3)OCO4)n2)c1,i,25µM*,-7%,1%,i,1.4e-08M*,-7%,?,i,0%[9.22 µM],0.0%
Nc1cccc2c(=O)[nH][nH]c(=O)c12,nt,-1%,0%,nt,nt,nt,-1%,-1%,nt,nt,0.4%
C=C(Br)CN1CCN(CC(=C)Br)CC1,i,nt,nt,nt,i,i,nt,nt,i,5%[20.6 µM],nt
CCCCSc1nc2c(c(=O)n1CC)SC(C)C2 (stereo unspecified),nt,-19%,-8%,15%,nt,nt,3%,-28%,nt,nt,-1.9%
Cc1ccoc1C(=O)NCCCNC(=O)c1occc1C,i,-7%,-6%,0%,?,i,0%,14%,i,-1%,nt
CCN(CCCNC(=O)COc1cc(=O)n(CC)c2ccccc12)Cc1ccccc1,i,4%,-5%,0%,i,i,2%,0%,i,1%,-3.0%
CC(=O)Oc1ccc2cc(-c3nc4ccccc4n3C)c(=O)oc2c1,nt,i,-2%,9%,nt,nt,7%,1%,nt,6%,-0.9%[9.22 µM]
NC(=O)c1cc(-c2ccccc2)nc(Oc2ccccc2)n1,?,nt,nt,nt,i,i,nt,nt,i,4%[20.6 µM],nt
O=C(CSc1ncn[nH]1)N1CCN(c2nnc(-c3ccccc3)c3ccccc23)CC1,i,-11%,-2%,1%,?,i,-5%,6%,i,2%,1.6%[0.369 µM]
CSc1ccn(CCC(=O)O)c(=O)n1,i,4%,-3%,-3%,?,i,-5%,10%,i,-5%,-0.2%
O=c1c(-c2cccs2)nc2cncnc2n1-c1ccccc1,?,?,1%,4%,i,4.3e-08M*,-3%,6%,i,-3%[9.22 µM],6.5%
Cc1cc(C)nc(SCc2ccc(C(=O)O)o2)n1,i,-16%,-3%,-4%,i,i,1%,-5%,i,1%,-0.6%[57.5 µM]
CCOC(=O)C1Cc2c([nH]c3ccccc23)CN1 (stereo unspecified),?,-2%,-4%,4%,?,3.5e-08M*,-3%,-13%,i,2%,-1.1%
O=C(COC(=O)c1cc(S(=O)(=O)N2CCOCC2)cs1)c1ccccc1,?,8%,-6%,2%,?,i,1%,2%,i,-1%,-6.9%
CCCc1nnc(NC(=O)CCC(=O)N2CCN(CCn3c(C)ccc3C)CC2)s1,i,8%,-18%,0%,i,i,-9%,-18%,i,-4%,1.9%
COc1cc(OC)c(NC(=O)c2ccoc2C)cc1Cl,i,9%,3%,2%,i,i,-3%,-6%,i,3%,-1.1%
Cn1c(=O)c2c(nc(CN3CCN(c4ccccc4)CC3)n2CCN2CCOCC2)n(C)c1=O,i,4%,-1%,nt,i,i,-2%,5%,i,-2%,-0.9%[0.369 µM]
Cc1cc(/C=N/n2cnnc2)c(C)n1-c1ccc(Cl)cc1Cl,nt,-4%[11.4 µM],-6%[11.4 µM],-1%[9.17 µM],nt,nt,-20%[11 µM],18%[11.4 µM],nt,-2%,-2.9%[0.0738 µM]
Cc1ccc(C)c(NC(=O)C2CCC(C)(C(=O)O)C2(C)C)c1 (stereo unspecified),nt,2%[11.4 µM],-6%[11.4 µM],-10%[9.17 µM],nt,nt,-9%[11 µM],5%[11.4 µM],nt,-2%,-3.5%[0.0738 µM]
O=C(O)CCSc1nnc(-c2ccc3c(c2)OCO3)o1,?,?,-2%,-2%,?,i,3%,11%,i,-1%,-7.2%
O=C(c1ccc(S(=O)(=O)N2CCCCCC2)cc1)N1CCN(c2ccccn2)CC1,i,-3%,-3%,29%,i,i,-4%,1%,i,3%,0.3%
CCCCC(CC)CNC(=O)CCS(=O)(=O)c1cccc2nonc12 (stereo unspecified),i,0%,-7%,-6%,?,i,4%,1%,i,0%,-0.6%
